Assay outcomes from PubChem.
PI4K2A block – inhibitors of human PI4K2A; activity change, negative = inhibition, % at 76.9 µM; AID 1346378; Q9BTU6; purified PI4K2A, ADP-Glo luminescence, 1 h; hits give low values; actives 0.13% (n = 420,000); in the data active means activity change below about -50%; inconclusive means mostly about -30% to -49%;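 further: -100% = wells without enzyme as full effect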
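Compounds are screened against recombinant PI4K2A using PI as substrate and ATP, the latter dispensed at 300 microM. Reactions run one hour at ambient temperature before ADP-Glo detection; full inhibition defined by wells lacking enzyme.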
RXFP1 ag – agonists of human relaxin receptor RXFP1; Q9HBX9; HEK293T-RXFP1 cAMP TR-FRET, 30 min; response scale: percent of porcine relaxin response, buffer zero; Potency, µM (series often up to 57.5 µM), without a hit: at the highest dose activation, usual class: activators; actives 0.3% (n = 370,000); AID 2676; further: potency means the concentration at half of the fitted maximal effect; on the % scale 0 is the no-effect control and ±100 the full control effect; nearly all actives have a fitted effect of over 60% in size; many of its hits are not listed in these tables
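HEK293T cells stably expressing RXFP1 were pretreated with the PDE4 inhibitor Ro 20174, exposed to compounds for 30 min at 37C, lysed, and cAMP was read by TR-FRET. Data normalized to buffer (basal) and 29 nM porcine relaxin (100%).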
TrxR1 substrate – rat thioredoxin reductase 1 substrate activity; O89049; purified TrxR1 substrate turnover, NADPH consumption readout; actives 0.01% (n = 390,000); Potency, µM (top dose mostly 114 µM), without a hit: top-dose activity change, negative = substrate turnover; AID 588456; further: potency means the concentration at half of the fitted maximal effect; on the % scale 0 is the no-effect control and ±100 the full control effect; nearly all actives have a fitted effect of over 50% in size
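Rat TrxR1, dispensed at 90 nM, was prereduced with 400 uM NADPH (final) for 5 min at ~22 deg C, then incubated with compound 15 min before 400 uM selenite. A first-read NADPH fluorescence drop versus no-compound background flagged substrates.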
Glioma ERSR ind – ER stress response induction in glioma. Potency, µM, without a hit: at the highest dose activation, hits mostly activators. actives 0.02% (n = 420,000). U87-MG GRP78 promoter luciferase reporter, 16 h; further: potency means the concentration at half of the fitted maximal effect; series mostly up to about 76 µM; % of control where 0% means no effect; nearly all actives have a fitted effect of over 35% in size
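Stably transfected U87-MG human glioma cells carrying a GRP78-based luminescent sensor were seeded at 1000 cells/well, pin-dosed with compounds and incubated 16 h. Luciferase reagent was then added, and end-point luminescence was read after 10 min at room temperature.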
LDHA inh – blocks human lactate dehydrogenase A | P00338 | activity change, % (values are at about 110 or 230 µM) | actives 0.15% (n = 480,000) | purified LDHA, NADH/diaphorase-resazurin fluorescence; hits give low values | AID 1347041; in the data active means activity change below about -30%; inconclusive means mostly about -25% to -30%;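 further: plate controls were DMSO wells for no effect and wells without enzyme for full effect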
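Remaining NADH was detected by diaphorase (0.133 mg/mL) converting 37 µM resazurin to fluorescent resorufin, read at 0 and 20 minutes. The preceding 5-minute room-temperature reaction used 2 nM LDHA, 0.2 mM sodium pyruvate and 0.06 mM NADH at pH 7.4.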
USP1 inh – inhibitors of human USP1/UAF1 deubiquitinase; recombinant USP1/UAF1, Ub-Rhodamine cleavage fluorescence; Potency, µM (titrated, usually from 57.1 µM), without a hit: top-dose activity change, negative = inhibition, usual class: inhibitors; actives 0.23% (n = 390,000); O94782; further: potency means the concentration at half of the fitted maximal effect; on the % scale 0 is the no-effect control and ±100 the full control effect; nearly all actives have a fitted effect of over 60% in size; inactives centre near -12
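USP1/UAF1 complex (1 nM) preincubated 15 min at room temperature with compound, then Ub-Rho substrate (150 nM final) added. Kinetic fluorescence at 480/540 nm over 6 reads at 60 s intervals; 50 mM HEPES pH 7.8, 0.5 mM EDTA, 0.1 mg/ml BSA, 1 mM TCEP, 0.01% Tween-20.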
Vif-APOBEC3G blk – blocks the Vif interaction with human APOBEC3G. Q9HC16. HeLa A3G-eYFP + Vif (tagged APOBEC3G with the HIV-1 protein that degrades it), YFP fluorescence, overnight. Potency, µM (doses to about 46.1 µM), without a hit: top-dose activity, negative = active, hits mostly inhibitors. actives 0.076% (n = 410,000). AID 602310;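 further: potency means the concentration at half of the fitted maximal effect; on the % scale 0 is the no-effect control and ±100 the full control effect; nearly all actives have a fitted effect of over 60% in size; hits raise eYFP signal because A3G escapes Vif-driven loss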
Target sequence (Q9HC16 whole entry, looked up): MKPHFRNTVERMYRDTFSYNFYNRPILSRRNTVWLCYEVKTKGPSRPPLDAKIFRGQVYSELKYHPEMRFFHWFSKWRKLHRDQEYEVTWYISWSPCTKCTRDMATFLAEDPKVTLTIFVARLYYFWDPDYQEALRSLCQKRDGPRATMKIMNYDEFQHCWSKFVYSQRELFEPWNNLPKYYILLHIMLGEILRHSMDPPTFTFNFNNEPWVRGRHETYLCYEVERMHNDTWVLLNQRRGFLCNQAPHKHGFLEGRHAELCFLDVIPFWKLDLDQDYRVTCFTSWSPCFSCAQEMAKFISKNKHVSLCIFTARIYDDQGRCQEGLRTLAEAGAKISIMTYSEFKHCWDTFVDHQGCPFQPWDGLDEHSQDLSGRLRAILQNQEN
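Read-out is eYFP fluorescence (Ex 488/Em 500-530) from Vif-expressing HeLa A3G-eYFP cells; more signal means A3G escaped Vif-mediated degradation. Cells plated overnight, compound pinned in, incubated overnight at 37 deg C.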
IDH1 R132H inh – human IDH1 R132H inhibition; O75874; IDH1-R132H enzyme, NADPH consumption, diaphorase/resazurin fluorescence; Potency, µM (doses to about 76.6 µM), for inactives: at the highest dose activity change, negative = inhibition, usual class: inhibitors; actives 0.093% (n = 390,000); AID 602179; further: potency means the concentration at half of the fitted maximal effect; on the % scale 0 is the no-effect control and ±100 the full control effect; nearly all actives have a fitted effect of over 65% in size
Target sequence (O75874 whole entry R132H, stated change not applied): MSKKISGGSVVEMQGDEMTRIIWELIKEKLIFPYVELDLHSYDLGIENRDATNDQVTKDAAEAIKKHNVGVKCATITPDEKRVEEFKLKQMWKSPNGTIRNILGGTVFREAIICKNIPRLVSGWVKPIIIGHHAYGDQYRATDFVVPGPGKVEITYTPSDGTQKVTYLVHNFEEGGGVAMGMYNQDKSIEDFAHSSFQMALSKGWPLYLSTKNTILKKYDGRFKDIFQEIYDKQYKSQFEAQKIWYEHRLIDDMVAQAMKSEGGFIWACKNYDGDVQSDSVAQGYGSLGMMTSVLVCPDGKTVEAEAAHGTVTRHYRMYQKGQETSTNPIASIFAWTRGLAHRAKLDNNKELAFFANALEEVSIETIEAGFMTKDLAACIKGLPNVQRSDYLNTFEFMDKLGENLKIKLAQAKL
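IDH1-R132H (0.5 ug/mL) preincubated 30 min with compound, then NADPH (0.016 mM) and alpha-KG (2 mM) added; 80 min at RT, pH 7.5. Remaining NADPH coupled via diaphorase/resazurin to fluorescence (540/590 nm); concentration-response curves normalized to no-enzyme control.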
Vif-A3F inh – Vif-A3F binding inhibition. HeLa A3F-eYFP + Vif (tagged APOBEC3F with the HIV-1 protein that degrades it), YFP fluorescence increase. Potency, µM (series often up to 46.1 µM), inactives show at the top dose activity, negative = active. actives 0.2% (n = 390,000). AID 602313; further: potency means the concentration at half of the fitted maximal effect; % of control where 0% means no effect; nearly all actives have a fitted effect of over 65% in size
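Fluorescence increase (Ex 488/Em 500-530) after overnight compound treatment at 37 deg C flags inhibition of Vif-driven A3F-eYFP loss in stable HeLa A3F-eYFP/Vif cells seeded overnight beforehand.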
Active calls of the source: *; ? = inconclusive; nt = no result given; & = joins results of further samples; [ ] = dose if it differs, or a comment. Unless noted, the call rests on the fitted dose curve; in most records, active means well fitted curve in the direction sought with a large enough effect; inconclusive means small, poorly fitted or top-dose-only effect, or another doubt; inactive means no such curve, though single readings can be large; an effect the other way counts as inactive or inconclusive.

SMILES	PI4K2A block	RXFP1 ag	TrxR1 substrate	Glioma ERSR ind	LDHA inh	USP1 inh	Vif-APOBEC3G blk	IDH1 R132H inh	Vif-A3F inh
Oc1ccccc1C1=NN(c2ccccc2)C(c2ccccc2)C1 (configuration not stated)	-1	20%	312%[activator]	-15%	3	-15%	-20%	1%	3%
Oc1ccc(N=Cc2cc(Br)c(N3CCOCC3)o2)cc1	-5	1.9%	-7%	-6%	23	?	-6%	9%	-18%
CCC(Sc1nc(N)c(NC(=O)c2ccc(OC)c(OC)c2)c(=O)[nH]1)C(=O)OC (configuration not stated)	2	-0.7%	0%[57.1 µM]	-4%	-1	-14%	4%	11%	-6%
Cc1cc(C)nc(N/N=C/c2c(C)oc3ccccc23)n1	-7	-0.6%	0%[57.1 µM]	-2%	-3	-21%	-6%	10%	12%
COC(=O)CSc1nc(-c2cccs2)ccc1C#N	1	14%	113%[activator]	11%	-13	-7%	-10%	0%	-1%
Cc1ccc(S(=O)(=O)NNC(=O)c2cnn(-c3ccccc3)c2C(F)(F)F)cc1	1	1.9%	3%	-1%	2	-20%	1%	2%	-11%
Cc1ccc2c(c1)c1c3n2CCCNC3CCC1 (configuration not stated)	-2	-0.7%	4%	-3%	-1	-16%	3%	5%	-3%
COc1ccc(C2C(C(N)=O)=C(C)Nc3nc(SCc4ccccc4Cl)nn32)cc1OC (configuration not stated)	1	-0.6%	11%[2.29 µM]	-3%	0	-13%	-1%	14%	-2%
Cc1ccc(NC(=O)CSc2ccc(-c3ccco3)nn2)cc1	-1	2.2%	-2%[57.1 µM]	5%	-12	?	1%	-2%	1%
Cn1cnc(S(=O)(=O)N2CCN(C(c3ccccc3)c3ccccc3)CC2)c1	-16	-1.9%	-5%	-4%	0	-6%	1%	-3%	-10%
Cc1oc(C(=O)O)cc1CSc1nnc(-c2ccccc2)n1C	-3	-0.3%	-9%[57.1 µM]	-2%	0	-9%	2%	5%	-12%
CN(C)S(=O)(=O)c1cccc(NC(=O)COc2ccc(S(=O)(=O)N3CCOCC3)cc2Cl)c1	-3	nt	-12%	-4%	0	0%	1%	1%	1%
COc1cc(NC(C)=O)c2ncccc2c1Br	4	nt	nt	-3%	0	-6%	-1%	19%	5%
CC1CCC(NC(=O)c2ccc3c(c2)N(Cc2ccccc2)C(=O)c2ccccc2S3(=O)=O)CC1 (configuration not stated)	-3	0.2%	-5%	nt	-5	-24%	nt	nt	nt
CCOc1cc2c(cc1OCC)C(c1c(F)cccc1Cl)CC(=O)N2 (configuration not stated)	0	-2.4%	-6%	-1%	-10	-13%	4%	-9%	0%
Nc1nc(CN2CCN(c3ccccn3)CC2)nc(Nc2ccc(Cl)cc2)n1	-5	0.3%	10%[57.1 µM]	-4%	3	-15%	0%	9%	-21%
COCCNC(=O)c1ccc(-n2c(SCc3cc(F)ccc3F)nc3ccccc3c2=O)cc1	1	1.1%	2%	-1%	-3	5%	0%	8%	-2%
CCc1cc(=O)oc2cc(C)cc(OC(C)C(=O)NCCN3CCOCC3)c12 (configuration not stated)	0	2.5%	63%[activator]	-3%	-3&2	-7%	9%	-3%	11%
CCc1ccc(NC(=S)Nc2ccc3cn[nH]c3c2)cc1	5	6.0%	5%[57.1 µM]	0%	3	-16%	-1%	-3%	6%
O=C(Oc1ccccc1)c1ccc(NC(=O)c2ccco2)cc1	-1	0.2%	-2%	3%	-3	-16%	-5%	2%	5%
CS(=O)(=O)N(CC(=O)Nc1c(F)cccc1F)c1cccc([N+](=O)[O-])c1	-1	1.0%	-13%	-3%	2	-5%	-1%	0%	5%
N#CCC(=O)N1CCN(C=O)CC1	-2	0.0%	4%[11.4 µM]	0%	-1	-18%	0%	-7%	1%
CCc1ccccc1NC(=S)NCCSc1ccc(Cl)cc1	5	-0.4%	6%[57.1 µM]	-7%	-5	-18%	1%	-3%	-21%
COc1ccc(-c2ccc3oc(-c4ccc(OC)cc4)c(-c4ccc(OC)cc4)c3c2)cc1	1	nt	83%[activator][57.1 µM]	1%	-3	-14%	-6%	-9%	-7%
Cc1ccc(S(=O)(=O)c2nc(S(=O)(=O)CCO)sc2N2CCOCC2)cc1	3	1.0%	-15%	-5%	-7	-24%	1%	-4%	0%

Some entries already given, showing only USP1 inh and PI4K2A block.
compound | USP1 inh | PI4K2A block
CCOc1cc2c(cc1OCC)C(c1c(F)cccc1Cl)CC(=O)N2 (configuration not stated) | -13% | 0
Nc1nc(CN2CCN(c3ccccn3)CC2)nc(Nc2ccc(Cl)cc2)n1 | -15% | -5

Other structures follow.
SMILES	PI4K2A block	RXFP1 ag	TrxR1 substrate	Glioma ERSR ind	LDHA inh	USP1 inh	Vif-APOBEC3G blk	IDH1 R132H inh	Vif-A3F inh
Nc1c(C(=O)N2CCCCC2)sc(=S)n1-c1ccccc1	0	-0.4%	-16%	-1%	12	-17%	2%	6%	-7%
CCOc1ccc2nc(-c3cc(NC(C)=O)ccc3O)sc2c1	-1	18%	-3%	1%	-3	-19%	1%	2%	3%
COc1cccc(N(CC(=O)N/N=C(\C)c2cccs2)S(C)(=O)=O)c1	-7	-0.5%	2%	-4%	-6	4%	-4%	0%	-8%
CCc1nc2ccc(C(=O)Nc3ccc(C(N)=O)cc3)cn2c1N(C)CCC(C)C	-1	nt	nt	-6%	-6	nt	-4%	nt	nt
O=C(CN1C(=O)NC2(CCCC2)C1=O)Nc1cccc(-c2nnc3n2CCCCC3)c1	1	2.4%	6%	-6%	-5	-7%	1%	-6%	-1%
CCCCOc1ccc(C(=O)N(Cc2ccco2)Cc2ccco2)cc1	-11	-1.7%	-11%	-3%	1	-27%	1%	22%	-7%
COc1ccc(C(=O)N2CCN(c3ccc([N+](=O)[O-])c(NCCc4ccc(OC)c(OC)c4)c3)CC2)cc1	1	-0.1%	-9%	-3%	-1	-9%	0%	14%	5%
CC(=O)c1cc(-c2ccc(F)cc2)n(CC(=O)NC2CCCCCC2)c1C	1	4.5%	-4%[57.1 µM]	-4%	-8	-14%	-5%	-10%	0%
Cc1cccc(-n2ncc3c2CCCC3NC(=O)Cc2c(C)noc2C)c1C (configuration not stated)	2	0.7%	-1%	3%	-3	-19%	4%	-5%	8%
O=C(CNC(=O)c1ccc(Cl)cc1Cl)OCC(=O)N1CCCC1	-2	-1.1%	5%	0%	-2	-2%	-3%	7%	-4%
CC1(c2nnc(-c3ccc(Cl)cc3)o2)CC(c2cccnc2)=NO1 (configuration not stated)	-1	nt	6%	-3%	-3	-25%	-3%	22%	8%
O=C(CNC(=O)c1ccccc1Cl)NCC(c1cccs1)N1CCOCC1 (configuration not stated)	2	-0.9%	4%	-1%	-1	-19%	-1%	2%	-10%
O=C(O)c1ccccc1C(=O)Nc1ccc(Oc2cccc3ccccc23)cc1	-3	-2.1%	-1%	-13%	2	-20%	-11%	0%	-11%
CC(=O)Nc1ccc(NC(=O)CCCSc2nc3ccccc3s2)cc1	-1	0.0%	0%[57.1 µM]	-5%	-2	-2%	2%	11%	5%
CC(=O)c1ccc(N2CCN(S(=O)(=O)c3ccc4c(c3)C(Cl)(Cl)C(=O)N4)CC2)cc1	?	nt	nt	?	16	nt	-27%	nt	nt
COC(=O)c1ccccc1NC(=O)c1ccc(=O)n(Cc2cccc(C)c2)c1	3	1.9%	0%[57.1 µM]	-2%	0	-36%	-2%	-9%	5%
C=C(C)CSc1cc(C)c(C#N)c2nc3ccccc3n12	-5	6.2%	35%[activator]	-4%	7	-14%	-8%	-1%	11%
CC1Cc2ccccc2N1CC(=O)NC(c1ccccc1)c1ccccc1 (configuration not stated)	10	1.6%	-9%[57.1 µM]	-2%	-2	-15%	-15%	-3%	-14%
Cc1ccc(C)c(NS(=O)(=O)c2cc(Br)cnc2N)c1	6	1.4%	12%[57.1 µM]	0%	-2	-13%	-15%	5%	4%
CS(=O)(=O)Nc1ccc(C(=O)NCc2ccco2)cc1	4	-0.5%	10%	-2%	-13	-10%	1%	-1%	-2%
O=C(NC(=S)Nc1nc(-c2ccc(Cl)cc2)cs1)c1cccs1	-5	-1.7%	4%[11.4 µM]	-3%	-2	-19%	-1%	10%	10%
CC(C)c1ccc(-c2noc(SCC(=O)N3CCCCC3)n2)cc1	0	-0.3%	-11%[57.1 µM]	-3%	2	-14%	1%	-12%	1%
O=Cc1cc(Cl)ccc1OCCN1CCC(Cc2ccccc2)CC1	-10	0.1%	2%	-4%	-20	-19%	0%	-10%	1%
COc1ccc(C(=O)CCC(=O)Nc2cccc(C(C)=O)c2)cc1	-2	?	-8%[57.1 µM]	1%	-4	-20%	-1%	-9%	-6%
Cc1ccc(C(=O)NC2CCN(CC(=O)Nc3ccccc3Cl)CC2)cc1	0	-0.8%	-1%	0%	-3	-15%	0%	6%	-16%

A few values from the entries so far.
Entry of COc1ccc(C(=O)CCC(=O)Nc2cccc(C(C)=O)c2)cc1 under LDHA inh: -4
Entry of O=C(CN1C(=O)NC2(CCCC2)C1=O)Nc1cccc(-c2nnc3n2CCCCC3)c1 under LDHA inh: -5
Entry of CS(=O)(=O)Nc1ccc(C(=O)NCc2ccco2)cc1 under Vif-A3F inh: -2%
Entry of CC(=O)c1ccc(N2CCN(S(=O)(=O)c3ccc4c(c3)C(Cl)(Cl)C(=O)N4)CC2)cc1 under Vif-APOBEC3G blk: -27%

The list is partial. The share of hits here may be higher or lower than overall.
